# Bioassay records from PubChem.
# RAM network inh – inhibitors of the yeast RAM network, primary screen, dse1pr::URA3 reporter, 5-FOA selection | S. cerevisiae dse1pr::URA3 reporter, 5-FOA growth OD615, 2 d; analog-sensitive cbk1-as2 kinase mutant strain | AID 868, 2007 | inhibition, % at 50 µM | 190,000 tested, 1.8% active;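 active = inhibition above a set limit, 3 SD over mean compound inhibition, cut at about 8.4% in these data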;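 also: 0% = DMSO-only wells with no growth and 100% = 10 µM 1-NA-PP1 full growth; inhibition rescues growth on 5-FOA so higher OD means more RAM inhibition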
# S1P3 antagonist – S1P3 receptor antagonists, primary screen, cell-based; Sphingosine 1-phosphate receptor 3 (Homo sapiens), Q99500; CHO S1P3 NFAT-BLA reporter, FRET fluorescence, antagonist mode; inhibition, % at 4.98 µM; 170,000 tested, 0.27% active;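 active = inhibition above the plate cutoff, the mean inhibition of test wells on that plate plus 3 SD, cut at about 28% in these data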;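 also: cells challenged with S1P at its EC80 of 0.8 µM; blue over green emission ratio from cleaved BLA substrate after 4 h stimulation; 0% = S1P-stimulated wells and 100% = unstimulated DMSO-only wells; some compounds past the cut are filed as inactive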
# Target sequence (Q99500 whole entry, looked up): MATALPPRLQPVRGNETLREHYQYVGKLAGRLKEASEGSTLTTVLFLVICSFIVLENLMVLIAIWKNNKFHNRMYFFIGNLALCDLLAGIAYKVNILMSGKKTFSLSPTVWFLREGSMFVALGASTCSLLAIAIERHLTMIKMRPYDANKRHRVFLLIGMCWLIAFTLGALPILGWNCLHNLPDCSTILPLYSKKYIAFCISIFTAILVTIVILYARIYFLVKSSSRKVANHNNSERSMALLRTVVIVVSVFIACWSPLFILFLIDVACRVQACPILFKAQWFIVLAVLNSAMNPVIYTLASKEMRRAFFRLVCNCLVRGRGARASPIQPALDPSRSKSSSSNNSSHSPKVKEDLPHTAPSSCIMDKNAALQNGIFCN
# Hsp70 act – Hsp70 transcriptional activators, primary screen, cell-based, HeLa, Hsp70 promoter luciferase, luminescence, 10 µM. HeLa Hsp70 promoter luciferase reporter; scaled: vehicle 0, proteasome-inhibitor control 100%. activation, % at 10 µM. 200,000 tested, 0.04% active. AID 1203, 2008;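 active = activation above the mean across all tested compounds plus 3 SD, cutoff set per campaign, cut at about 5.5% in these data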;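 also: 100% = MG132 at 30 µM as the positive control and 0% = DMSO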
# DTT redox prof – compounds producing H2O2 with reducing agent – biochemical, NIH compound library profiling, artefact control for MLSCN library redox annotation, primary screen; DTT-dependent redox cycling H2O2, phenol red/HRP absorbance; 100% = 100 µM peroxide control, 0% = buffer; activation, % at 10 µM; 200,000 tested, 0.03% active;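 active = activation of at least 50% relative to the plate's high and low controls in the primary single-dose screen; inactive = activation below 50%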;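 also: compound incubated with DTT at 0.8 mM final as the reducing agent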
# Lmaj promast – Leishmania major promastigote growth inhibition, primary screen; Leishmania major promastigotes, resazurin fluorescence viability; inhibition, % at 10 µM; 200,000 tested, 9% active; in the data active = inhibition above about 50%;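 also: promastigotes grown with compound for 44 hours at 28 °C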
# TNAP inh no acc – human TNAP enzyme inhibitors, primary screen, biochemical, luminescent, no phosphate acceptor, uHTS. Alkaline phosphatase, tissue-nonspecific isozyme (Homo sapiens), P05186. purified TNAP, CDP-star luminescence, 30 min. inhibition, % at 20 µM. 200,000 tested, 0.26% active;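 active = tissue-nonspecific alkaline phosphatase inhibition above about 50% at 20 µM in the single-dose screen, limit read from the data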;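 also: 0% = DMSO negative control and 100% = EDTA positive control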
# Target sequence (P05186 whole entry, looked up): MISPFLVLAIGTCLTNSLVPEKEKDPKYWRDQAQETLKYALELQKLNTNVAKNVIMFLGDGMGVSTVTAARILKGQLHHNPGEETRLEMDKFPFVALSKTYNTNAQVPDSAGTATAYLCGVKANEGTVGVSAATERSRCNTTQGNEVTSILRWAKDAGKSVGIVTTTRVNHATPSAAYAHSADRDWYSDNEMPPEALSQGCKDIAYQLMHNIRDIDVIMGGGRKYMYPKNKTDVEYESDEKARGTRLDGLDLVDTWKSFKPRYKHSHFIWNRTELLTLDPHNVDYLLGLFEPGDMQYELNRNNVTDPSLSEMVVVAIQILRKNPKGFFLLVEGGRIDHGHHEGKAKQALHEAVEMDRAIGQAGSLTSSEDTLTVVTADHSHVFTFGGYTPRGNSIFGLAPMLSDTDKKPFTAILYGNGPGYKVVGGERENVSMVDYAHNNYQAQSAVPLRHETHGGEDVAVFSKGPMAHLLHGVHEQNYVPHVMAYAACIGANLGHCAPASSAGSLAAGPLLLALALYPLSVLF
# HMGR II inh – inhibitors of E. faecalis class II HMGR, primary screen, biochemical, Enterococcus faecalis. HMG-CoA reductase (Enterococcus faecalis, mvaE). inhibition, % at 10 µM. AID 1066, 2008. purified E. faecalis HMGR, NADPH absorbance 340 nm kinetic. 190,000 tested, 0.41% active;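 active = inhibition above a set limit, the median over all tested compounds plus 3 SD, cut at about 9.5% in these data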;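 also: enzyme runs in reverse so mevalonate oxidation gives rising NADPH absorbance; 0% = complete reaction with DMSO and 100% = background rate lacking mevalonate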
# PMI activator – activators of human PMI, primary screen, biochemical, fluorescence intensity, near-Km mannose 6-phosphate; 190,000 tested, 0.005% active; activation factor at 20 µM; purified human PMI, coupled resazurin fluorescence, 20 min; active compounds read high; 1 = vehicle control, 0 substrate-free wells; AID 1214, 2008;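 active = activation factor of 2 or more at 20 µM, relative to plate controls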
# PMI act satM6P – human PMI activators, high substrate, primary screen, biochemical, fluorescence intensity, near-saturating mannose 6-phosphate. Mannose-6-phosphate isomerase (Homo sapiens), P34949. coupled PMI enzyme assay, resazurin fluorescence, 20 min; active compounds read high; 1 = untreated enzyme, 0 = substrate-free blank. activation factor at 20 µM. 190,000 tested, 0.34% active;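 active = activation factor of 2 or more at 20 µM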
#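 Technique: Diaphorase-driven resazurin-to-resorufin fluorescence, excitation 544, emission 590 nm | Assay system: Human PMI in coupled enzyme assay | Times: Enzyme reaction with compound 20 min at room temperature | Medium: HEPES-buffered pH 7.4 with magnesium and detergent | Reagent: Mannose-6-phosphate 1.0 mM (near-saturating) plus 0.22 mM NADP+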
# TNAP inh hi DEA – human TNAP enzyme inhibitors, primary screen, biochemical, luminescent, high phosphate acceptor level, uHTS | 200,000 tested, 0.03% active | AID 1135, 2008 | Alkaline phosphatase, tissue-nonspecific isozyme (Homo sapiens), P05186 | inhibition, % at 20 µM | purified TNAP, CDP-star luminescence, 1 M DEA;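 active = over 50% inhibition of tissue-nonspecific alkaline phosphatase at 20 µM in the single-dose screen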;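 also: plate controls were DMSO wells for no effect and EDTA-quenched wells as full inhibition for full effect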
# Starred values were filed as active, the others as inactive; . = not tested or not shown.
Molecule	RAM network inh	S1P3 antagonist	Hsp70 act	DTT redox prof	Lmaj promast	TNAP inh no acc	HMGR II inh	PMI activator	PMI act satM6P	TNAP inh hi DEA
S=C(c1ccc(-c2cc(Cl)ccc2Cl)o1)N1CCOCC1	4.8	19.3	-0.3	0.6	-8.1	-5.7	1.6	0.9	1.1	-0.2
CC(=O)Nc1ccc(NC(=O)C(C)n2c3ccccc3c3nc(=O)cc(C)n32)cc1 (centres undefined)	1.9	-20.4	-0.1	-1.2	2.7	-1.4	3.7	1.1	1.1	-3.8
O=C(CN1C(=O)CC(c2ccccc2)=Nc2ccccc21)NC1CCCCC1	0.5	.	-0.3	1.5	4.5	7.2	-1.2	0.9	0.9	-1.6
COc1ccc(NC(=O)Cc2nnc(N)s2)cc1	0.9	12.0	-0.3	1.0	1.3	-8.7	3.7	1.1	0.8	-2.1
Cc1[nH]c(=O)[nH]c(=O)c1S(=O)(=O)N1CCCC(C(=O)NCCc2ccccc2)C1 (centres undefined)	3.4	.	-0.3	0.0	-2.9	-8.7	-3.8	1	1	-3.4
COc1ccc(/C=N/NC(=O)c2ccc(Br)cc2)c(OC)c1	2.4	-21.7	-0.1	0.7	-1.7	-10.4	-1.4	1	0.9	-4.4
CCS(=O)(=O)c1ccc2c(c1)N(S(=O)(=O)c1ccccc1)CC(C(=O)O)O2 (centres undefined)	0.1	.	0.0	1.5	-5.2	-1.6	-2.7	1.1	1	-4.1
CCOC(=O)c1c(NC(=O)/C=C/C(=O)O)sc(C)c1-c1ccc(Cl)cc1	4.4	-12.8	0.7	-0.2	7.5	-5.7	0.6	1.2	1	-1.7
CN(C)/C=C/c1onc(-c2ccccc2Cl)c1C#N	5.1	-6.2	-0.3	-0.9	9.1	-8.8	0.7	1	1	-1.8
O=C(Nc1cccnc1)c1ccc(S(=O)(=O)N2CCCCCC2)cc1	-0.3	.	-0.2	0.1	5.9	-12.9	-0.4	1	1	-3.4
O=C(Cn1c(=O)oc2cc(S(=O)(=O)N3CCCC3)ccc21)N1CCCC1	0.9	.	-0.2	-1.1	-6.7	-19.0	-8.2	1	1.1	-5.3
COc1ccc(Nc2ccc(N3C(=O)CCC3=O)cc2[N+](=O)[O-])cn1	7.0	-5.9	0.0	-0.7	-0.9	7.2	-2.5	1	1	17.0
COc1ccc(C(=O)CSc2nnc3ccc(-c4ccccn4)nn23)cc1	5.2	-28.8	0.0	-0.1	4.2	-6.8	-6.2	1	1.1	5.0
Cc1cc(=O)oc2cc(OCC#N)ccc12	0.8	-33.5	-0.3	-0.2	-2.6	-16.8	-2.6	1	1	-5.6
c1csc(CCNc2ncnc3sc4c(c23)CCC4)c1	-0.8	94.4*	.	-1.4	27.2	-12.9	-1.5	0.9	0.9	0.6
O=c1c(Cl)c(NC2CC2)cnn1-c1ccccc1	2.5	1.9	-0.3	-0.3	-1.7	-8.7	3.6	1	1	0.6
Cc1ccc(P(=Nc2ccccc2)(N2CCOCC2)N2CCOCC2)o1	0.9	-8.0	-0.4	1.6	-1.1	-10.6	-3.0	0.8	1	-6.8
O=C(COC(=O)/C=C/c1cccc(C(F)(F)F)c1)NCc1ccc(F)cc1	1.3	-4.5	-0.3	-0.2	1.2	-1.3	-0.3	1	1	-2.1
CCCCNC(=O)CSc1nc(COc2ccccc2)nc2ccccc12	3.3	-8.9	-0.2	-1.5	11.6	-8.3	-2.5	0.9	0.9	-5.5
CS(=O)(=O)NCc1ccc(C(=O)NCc2ccccc2)cc1	-0.7	-21.6	-0.3	0.5	-6.2	-8.5	-5.8	0.9	0.9	-4.0
Cc1cc(C)n(CC(=O)N/N=C/c2cc(Br)cc([N+](=O)[O-])c2O)n1	0.4	-18.5	0.7	-0.6	16.0	-58.7	0.4	0.9	1.1	15.7
Cc1ccccc1NC(=O)Cc1nnc(SCC(=O)N2CCN(c3ccccc3)CC2)n1C	0.2	-21.8	-0.1	1.8	-5.8	-17.0	-1.2	1	0.9	-2.4
COc1cccc(/C=N/NC(=O)C(C)n2nc(C)c([N+](=O)[O-])c2C)c1O (centres undefined)	0.4	2.8	-0.2	0.3	93.9*	-98.2	-1.1	1	1.2	1.6
CC(C)Cn1c(SCC(=O)N2CCN(C(=O)c3ccco3)CC2)nc2ccccc2c1=O	1.6	-2.2	-0.1	-0.4	1.1	-4.5	1.3	1	0.9	-3.5

# Filtered by structure: those above with an aryl thioether with sulfur outside any ring (four)
Molecule	RAM network inh	S1P3 antagonist	Hsp70 act	DTT redox prof	Lmaj promast	TNAP inh no acc	HMGR II inh	PMI activator	PMI act satM6P	TNAP inh hi DEA
COc1ccc(C(=O)CSc2nnc3ccc(-c4ccccn4)nn23)cc1	5.2	-28.8	0.0	-0.1	4.2	-6.8	-6.2	1	1.1	5.0
CCCCNC(=O)CSc1nc(COc2ccccc2)nc2ccccc12	3.3	-8.9	-0.2	-1.5	11.6	-8.3	-2.5	0.9	0.9	-5.5
Cc1ccccc1NC(=O)Cc1nnc(SCC(=O)N2CCN(c3ccccc3)CC2)n1C	0.2	-21.8	-0.1	1.8	-5.8	-17.0	-1.2	1	0.9	-2.4
CC(C)Cn1c(SCC(=O)N2CCN(C(=O)c3ccco3)CC2)nc2ccccc2c1=O	1.6	-2.2	-0.1	-0.4	1.1	-4.5	1.3	1	0.9	-3.5

# Next part
Molecule	RAM network inh	S1P3 antagonist	Hsp70 act	DTT redox prof	Lmaj promast	TNAP inh no acc	HMGR II inh	PMI activator	PMI act satM6P	TNAP inh hi DEA
Cc1ccc(N(CC(=O)NCCSc2nc3ccccc3s2)S(=O)(=O)c2ccccc2)c(C)c1	9.2*	-1.8	-0.4	2.9	11.8	-8.2	-6.5	0.9	1	-3.8
COc1ccc(Cc2nnc(NC(=O)c3ccc(OC)c(OC)c3)s2)cc1OC	1.7	-3.1	-0.1	-1.6	0.8	-11.2	-1.5	1.3	1.3	0.1
CCOC(=O)c1nn(-c2ccccc2)c2nc(-c3ccc(OC)cc3)c(C#N)c(=O)n12	4.4	13.9	-0.3	0.7	-3.5	2.3	-3.6	1	1	-3.3
Cc1ccc(C(C(=O)NC2CCCCC2)N(Cc2ccco2)C(=O)Cc2c[nH]c3ccccc23)o1 (centres undefined)	3.0	.	-0.1	2.0	42.2	-12.7	2.7	0.8	0.8	-5.1
NS(=O)(=O)c1ccc(NC(=S)NCC2CCCO2)cc1 (centres undefined)	1.0	-7.7	-0.3	0.0	55.0*	-0.4	-1.3	1	1	-1.2
CC(C)CC(C(=O)Nc1ccccc1)N1C(=O)C2C3C=CC(C3)C2C1=O (centres undefined)	1.9	11.1	-0.2	-0.9	3.2	-6.4	-4.2	1.1	1	-4.3
COc1ccc(S(=O)(=O)Nc2ccc(NC(C)=O)cc2)cc1Br	1.1	-8.9	0.1	-0.1	-5.7	-13.8	2.1	1.1	1	-2.8
c1cncc(-c2nc(-c3cccs3)cs2)c1	0.0	.	-0.2	-2.5	7.8	3.7	2.4	1.1	1.1	0.3
CCOC(=O)c1ccc(NC(=O)C2C3C=CC(C3)C2C(=O)O)cc1 (centres undefined)	-0.8	2.9	-0.3	2.2	-4.1	-10.6	-0.5	1	1	-2.8
CCCCSc1nnc(CNC(=O)C23CC4CC(CC(C4)C2)C3)n1Cc1ccccc1	-0.1	-9.9	-0.3	0.1	27.2	-16.5	-4.2	0.9	1	-1.7
COc1cccc(C(=O)COc2ccc3c(C)c(Cc4ccccc4)c(=O)oc3c2C)c1	2.5	6.6	-0.3	0.1	-2.6	-10.1	5.3	1	1	-3.9
Cn1c(=O)n(Cc2ccco2)c(=N)c2c3c(sc21)CCCC3	1.4	-12.6	-0.2	0.4	13.8	-8.5	-1.2	1.1	1	-4.3
Cc1ccc(Oc2ncccc2/C=N/OCc2ccc(Cl)c(Cl)c2)cc1	0.5	.	-0.2	4.1	-1.0	-7.5	-3.7	0.8	0.9	-3.0
O=S(=O)(CCn1cccc1)CCn1cccc1	0.7	.	-0.2	2.1	-1.6	-5.8	0.7	1	1	-0.6
CN1C(=O)c2ccccc2Sc2ccc(NC(=O)N3CCCC3)cc21	6.3	-12.1	0.2	2.7	8.8	-11.5	-1.4	1	1	-3.6
CCOc1ccccc1OCC(=O)Nc1ccc(N2CCCCC2)cc1	0.0	9.6	-0.1	11.4	0.0	-29.5	-2.2	0.9	0.9	-5.9
CCCn1cc(CN2CCCC(C(=O)c3cccc(OC(C)C)c3)C2)c(C)n1 (centres undefined)	-0.1	-1.8	-0.5	-0.3	73.8*	-3.0	-6.7	1	1	1.9
COCCNCc1ccc(C(C)C)cc1	-0.1	-11.2	-0.2	-1.9	-5.2	-1.7	-2.6	1	1	-1.2
COc1ccc(C(CCNCc2ccccc2F)c2ccc(F)cc2)cc1 (centres undefined)	-1.4	-0.8	-0.5	0.2	78.9*	-13.2	-0.2	0.9	0.9	-0.8
CCCC(C)C(=O)Nc1nnc(C)s1 (centres undefined)	-0.3	18.9	-0.2	-0.8	-6.3	-9.0	-4.0	0.9	1	-3.8
O=C(Nc1ncc2c(n1)CC(c1ccco1)CC2=O)c1ccccc1 (centres undefined)	0.4	-22.8	0.0	-0.3	1.4	0.1	0.7	0.9	1	-2.3
COc1ccc2[nH]c(=O)c3c(c2c1)OC(C)(C)C=C3	0.5	66.9*	0.2	-3.5	11.6	-3.5	-1.8	1	1	-1.8
CCN(C(=O)c1ccc2c(OC)n(CC)nc2c1)c1ccc(OC)cc1	1.7	.	-0.3	-3.8	0.3	-15.9	4.2	1	1	-7.0
CC(C(=O)Nc1c2c(cc3c1CCC3)CCC2)N1CCCC1 (centres undefined)	-0.4	-19.6	-0.3	-0.2	1.1	-5.8	-3.3	1	1	-1.8
CCC(NC(=O)NCCCn1ccnc1)(C(F)(F)F)C(F)(F)F	0.7	-21.3	-0.2	-0.2	-4.9	-9.8	-6.3	1	1	-3.1
Cc1ccc2cc(C=O)c(Cl)nc2c1	-0.4	5.3	-0.1	-0.7	1.8	-9.3	-4.3	0.6	0.6	0.2
O=C(Nc1ccc2c(c1)Cc1ccccc1-2)c1cccnc1	0.9	3.3	0.1	-1.3	7.2	-5.8	-4.5	1	1	-4.2
